Compound activity from PubChem BioAssay.
DAGLB inhibitor: diacylglycerol lipase beta (human) inhibition | Q8NCG7 | HEK293T DAGLB membrane lysate, EnzChek fluorogenic substrate | inhibition, % at 5.17 µM | hit rate 0.059% among 340,000; in the data active = inhibition above about 34%;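 also: 0% = enzyme with vehicle and 100% = wells lacking enzyme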
Target sequence (Q8NCG7 whole entry, looked up): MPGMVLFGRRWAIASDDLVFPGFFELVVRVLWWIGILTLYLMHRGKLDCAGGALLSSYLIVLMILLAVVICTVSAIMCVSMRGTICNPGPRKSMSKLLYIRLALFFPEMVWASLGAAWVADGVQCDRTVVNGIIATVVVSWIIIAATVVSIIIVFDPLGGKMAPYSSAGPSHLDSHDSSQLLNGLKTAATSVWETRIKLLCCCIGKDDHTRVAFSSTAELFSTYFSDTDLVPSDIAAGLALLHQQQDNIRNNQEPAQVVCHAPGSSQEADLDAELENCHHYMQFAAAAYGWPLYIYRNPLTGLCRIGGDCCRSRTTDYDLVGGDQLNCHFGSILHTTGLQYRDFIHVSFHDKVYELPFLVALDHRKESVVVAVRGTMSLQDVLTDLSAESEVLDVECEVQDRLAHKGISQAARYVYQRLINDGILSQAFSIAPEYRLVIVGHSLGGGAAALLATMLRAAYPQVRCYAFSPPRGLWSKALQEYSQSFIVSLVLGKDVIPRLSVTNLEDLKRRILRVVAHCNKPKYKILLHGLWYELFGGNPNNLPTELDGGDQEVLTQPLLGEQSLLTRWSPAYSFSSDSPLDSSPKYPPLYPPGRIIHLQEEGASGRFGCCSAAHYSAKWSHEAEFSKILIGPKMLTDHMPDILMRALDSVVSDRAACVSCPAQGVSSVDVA
PvdQ acylase: P. aeruginosa PvdQ acylase inhibition. inhibition, % at 10 µM. purified PvdQ acylase, fluorescence plate reader. hit rate 0.063% among 340,000. AID 488965; in the data active = inhibition above about 30%, passing the limit was not always enough;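 also: 0% = vehicle neutral wells and 100% = reference inhibitor wells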
Rtt109 Vps75: blocks Candida albicans Rtt109/Vps75 acetyltransferase activity; Q5AAJ8; purified Rtt109/Vps75, ThioGlo CoA-SH fluorescence, 4 h; inhibition, % at 34.9 µM; hit rate 0.16% among 330,000; AID 540336;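 active = inhibition of at least 50% in every replicate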
Target sequence (Q5AAJ8 whole entry, looked up): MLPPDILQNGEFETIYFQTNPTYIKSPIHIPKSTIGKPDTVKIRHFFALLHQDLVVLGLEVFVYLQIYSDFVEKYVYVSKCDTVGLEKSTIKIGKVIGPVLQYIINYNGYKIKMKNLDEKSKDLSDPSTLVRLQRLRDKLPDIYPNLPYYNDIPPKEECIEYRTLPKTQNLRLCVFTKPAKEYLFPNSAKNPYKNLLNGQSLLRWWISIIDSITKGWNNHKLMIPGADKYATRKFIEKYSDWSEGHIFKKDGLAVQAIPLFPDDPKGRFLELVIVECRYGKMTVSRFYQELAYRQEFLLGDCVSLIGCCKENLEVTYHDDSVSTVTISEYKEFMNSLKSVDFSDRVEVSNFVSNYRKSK
Tat transport: inhibitors of E. coli Tat protein transport; inhibition, % at 10 µM; E. coli MC4100 TorA-mCherry Tat export, fluorescence; hit rate 0.036% among 340,000; AID 488895;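 active = mean replicate inhibition at least 50% and at least half of replicates individually reaching 50%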;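 also: exported cargo escapes ClpAP degradation while cytoplasmic cargo is degraded and loses fluorescence; 0% = median of neutral control wells and 100% = median of NaSCN control wells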
Wnt act: activates Wnt/beta-catenin signaling in a reporter cell assay. activator, plate reader. AID 743398. activation, % at 9.35 µM. hit rate 1.2% among 300,000; in the data active = activation above about 30%, passing the limit was not always enough;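 also: 0% = neutral control wells and 100% = positive control wells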
PfHsp90 set2: growth inhibition of yeast expressing Plasmodium Hsp90; hit rate 0.32% among 310,000; inhibition, % at 9.4 µM; AID 504621; S. cerevisiae expressing PfHsp90, BacTiter-Glo ATP, 48 h; yeast lacking PDR1 and PDR3 efflux regulators;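 active = every replicate shows inhibition above about 80%, whatever the replicate mean, limit read from the data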;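 also: 0% = DMSO neutral controls and 100% = 20 µM radicicol positive controls; yeast relying on Plasmodium falciparum Hsp90 in place of its own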
AddAB inh: less growth of phage-infected E. coli with AddAB | E. coli expressing H. pylori AddAB, absorbance growth | inhibition, % at 11.9 µM | hit rate 0.29% among 330,000 | AID 435030; in the data active = inhibition above about 12%;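 also: 0% = vehicle wells of infected cells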
phage Ecoli inh: E. coli growth loss with phage present; inhibition, % at 11.9 µM; growth absorbance; hit rate 0.26% among 360,000; in the data active = inhibition above about 11%
CAL PDZ inh: blocks peptide binding to human CAL PDZ domain. Q9HD26. purified CAL PDZ, TMR-peptide fluorescence polarization, 1 h. inhibition, % at 20 µM. hit rate 0.02% among 330,000. AID 504414;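 active = highest replicate inhibition of at least 40%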;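 also: plate controls were DMSO neutral control wells for no effect and unlabeled competitor peptide control wells for full effect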
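material = purified tagged CAL PDZ domain construct (CerCALP) | compound dosing = 20 µM, one dose | times = 1 h at RT | measured by = fluorescence polarization from S- and P-plane intensities, G-factor corrected | read-out = inhibition from polarization loss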
Ecoli viability: counter-screen for AddAB inhibitors: E. coli growth inhibition; inhibition, % at 11.9 µM; hit rate 0.27% among 330,000; E. coli V3065 growth, OD600 absorbance, 18 h;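 active = inhibition above the campaign's mean inhibition across all tested compounds plus 3 SD, cut at about 9.9% in these data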;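 also: uninfected addAB+ strain grown without phage in ampicillin broth; 0% = DMSO wells and 100% = ciprofloxacin 0.95 µg/ml wells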
Active calls of the source: *; . = not tested or not shown. Random draw from the library; any-hit rate near 1.9%.

SMILES	DAGLB inhibitor	PvdQ acylase	Rtt109 Vps75	Tat transport	Wnt act	PfHsp90 set2	AddAB inh	phage Ecoli inh	CAL PDZ inh	Ecoli viability
C[C@@H]1CN([C@@H](C)CO)C(=O)c2cc(NC(=O)CCC(F)(F)F)ccc2O[C@H]1CN(C)Cc1ccc(Cl)c(Cl)c1	-1	-8	-9	-1	-3	-6	0.8	0.2	-0.7	-2.0
COc1cc(OC)cc(C(=O)N[C@H](C(=O)OCC(=O)NC(=O)c2cccn2C)C(C)C)c1	-1	-2	2	-7	-1	-9	2.1	1.8	-0.5	1.9
OC(CN1C2=NCCCN2c2ccccc21)c1ccc2c(c1)OCO2 (stereo unspecified)	-1	8	-3	-9	.	4	3.0	2.5	.	-0.4
CNC(=S)N1CCN(c2ccccc2OC)CC1	-3	6	14	4	.	-3	0.2	1.3	-0.3	-1.4
O=C1C(Br)=Cc2cccc3cccc1c23	-2	2	-6	-2	-2	-39	1.1	2.5	2.8	0.2
Cc1nc([N+](=O)[O-])cn1CC(O)c1ccccc1 (stereo unspecified)	.	-11	-2	-2	-1	-5	5.2	1.9	-0.1	1.6
COc1ccc(-c2c(-c3cc(OC)cc(OC)c3)n(C)c3ccc(Br)cc23)cc1	-2	-17	-2	-2	1	-10	1.8	1.3	0.8	-0.9
CSC1=NCCN1C(=O)c1cccs1	-1	-4	-7	-2	9	-21	0.4	2.9	-1.4	-1.3
COc1ccc(Cl)cc1NC(=O)CN(C)CC(=O)Nc1ccc(S(N)(=O)=O)cc1	-3	-17	2	-4	-3	1	0.9	-1.1	-0.3	-1.1
O=C(COC(=O)c1ccc[nH]c1=O)Nc1ccc(N2CCCCC2)cc1	0	-12	4	2	-15	.	4.2	1.1	0.4	3.3
C=CCNC(=O)COc1ccc(Br)cc1Cl	-1	4	6	-1	.	6	1.6	2.9	-1.4	1.6
Nc1nc(NC2CCCC2)cc(=O)[nH]1	1	-10	6	-2	1	.	.	3.3	0.6	.
CCn1cc(/C=C(/C#N)S(=O)(=O)c2ccccc2)cn1	-2	-12	-8	7	.	.	-1.2	-0.3	-1.4	-2.6
O=C(CS(=O)(=O)c1cn(Cc2cccc(F)c2)c2ccccc12)N1CCOCC1	0	-11	-8	3	-2	-4	0.4	0.5	0.2	-1.9
Cc1c2cnn(CC(=O)NCCCN3CC(C)CC(C)C3)c(=O)c2c(C)n1Cc1ccccc1Cl (stereo unspecified)	0	1	17	-2	1	-3	1.1	0.8	-1.1	-0.6
COc1cc(NC(=O)c2ccc(Br)o2)c(C(=O)O)cc1OC	4	-3	4	-8	.	-1	0.0	1.4	-0.4	-10
O=C(Nc1ccc2c(c1)OCO2)C(c1ccc(Cl)cc1)N1CCC2(CC1)OCCO2 (stereo unspecified)	1	-2	7	17	-3	-15	0.8	-0.6	-1.7	-0.8
Cc1nc(C)c(Oc2ccc(Cl)cc2Cl)c(=O)[nH]1	1	-6	0	-5	4	-9	-2.2	0.5	-0.5	-1.0
CCCCN1C(=S)SC(C)(C)C1/[N+]([O-])=C/c1ccc(S(=O)(=O)NC)cc1 (stereo unspecified)	0	-4	-1	5	3	5	-0.7	-0.6	0.7	-0.3
OC1CCCN(CC(O)COC(c2ccccc2)c2ccccc2)C1 (stereo unspecified)	-1	-21	-11	7	3	13	-2.2	1.1	0.2	-3.1

Given bar-delimited: part of the list above
smiles | DAGLB inhibitor | PvdQ acylase | Rtt109 Vps75 | Tat transport | Wnt act | PfHsp90 set2 | AddAB inh | phage Ecoli inh | CAL PDZ inh | Ecoli viability
Cc1c2cnn(CC(=O)NCCCN3CC(C)CC(C)C3)c(=O)c2c(C)n1Cc1ccccc1Cl (stereo unspecified) | 0 | 1 | 17 | -2 | 1 | -3 | 1.1 | 0.8 | -1.1 | -0.6
COc1cc(NC(=O)c2ccc(Br)o2)c(C(=O)O)cc1OC | 4 | -3 | 4 | -8 | . | -1 | 0.0 | 1.4 | -0.4 | -10
O=C(Nc1ccc2c(c1)OCO2)C(c1ccc(Cl)cc1)N1CCC2(CC1)OCCO2 (stereo unspecified) | 1 | -2 | 7 | 17 | -3 | -15 | 0.8 | -0.6 | -1.7 | -0.8
Cc1nc(C)c(Oc2ccc(Cl)cc2Cl)c(=O)[nH]1 | 1 | -6 | 0 | -5 | 4 | -9 | -2.2 | 0.5 | -0.5 | -1.0

Further entries:
SMILES	DAGLB inhibitor	PvdQ acylase	Rtt109 Vps75	Tat transport	Wnt act	PfHsp90 set2	AddAB inh	phage Ecoli inh	CAL PDZ inh	Ecoli viability
O=C(Nc1ccc(NC(=O)C2CC2)nc1)c1cccnc1	-3	-10	-16	8	.	-1	0.9	-0.5	0.1	-1.1
Cc1ccc(N=C2NC(=O)S/C2=C\c2ccco2)cc1	-1	-1	-6	4	17	3	4.0	6.2	-0.8	2.5
CCOc1ccc(N=Nc2ccc(O)c3ncccc23)cc1	1	4	-1	-5	4	39	.	1.5	-0.7	.
COc1ccc2[nH]c(=O)c(CN(CCCN(C)C)C(=O)Nc3ccc(F)cc3)cc2c1	-1	-15	12	6	.	-33	-3.6	2.3	-0.9	-0.8
O=C1N[C@@H](Cc2ccccc2)C(=O)N2CCC[C@@H]12	-1	-8	-6	-6	1	-15	-1.0	3.3	.	0.8
COc1ccc(-c2nc(=S)[nH][nH]2)cc1	1	-13	2	1	.	27	3.5	3.2	0.0	0.5
COC(=O)c1ccc(N2CCN(S(=O)(=O)c3ccc(Br)cc3)CC2)c([N+](=O)[O-])c1	-2	2	17	8	-6	15	2.0	5.2	-0.1	0.1
Cc1cc(Br)ccc1S(=O)(=O)n1ccnc1C	1	-11	-5	0	-1	11	6.1	4.2	-0.6	2.8
CCOC(=O)CCCNC(=O)COC(=O)c1cc(Br)c(Br)s1	-2	-7	-9	-5	1	7	3.2	4.3	0.7	0.8
O=C(O)c1ccccc1/C=N/n1c(C2CCCCC2)n[nH]c1=S	-1	-14	1	7	3	-22	0.4	1.5	.	-1.3
Cc1cccc(/C=C/c2onc(C)c2S(=O)(=O)N2CCC(C(=O)NC(C)(C)C)CC2)c1	-6	1	2	-11	0	-6	4.7	1.7	0.1	-0.7
Cc1ccc(S(=O)(=O)N2CCC(=O)N(CCOC(=O)Nc3cccc(Cl)c3)CC2)cc1	-4	-4	-9	4	4	-9	1.9	1.7	-0.8	-2.0
O=C(c1ccc(-c2ccccc2)cc1)N1CCN(c2ccccc2F)CC1	-5	8	-2	18	2	-5	4.6	-0.5	-0.3	1.5
COC(=O)c1[nH]c2cccc(OC)c2c1NC(=O)CN(C)CC1OCCO1	-2	7	-13	-8	.	.	2.4	1.8	0.0	0.4
COc1ccc(C)cc1NC(=O)CCNC(=O)c1ccco1	-2	8	12	13	3	12	-0.7	2.1	-1.7	1.8
O=C(CCC(=O)c1ccc(Br)cc1)Nc1ccc(F)cc1	-1	-17	-11	-1	0	-13	3.8	0.8	-0.5	0.7
COc1cc2cc(C(=O)N3CCN(Cc4ccc5c(c4)OCO5)CC3)c(=O)oc2cc1OC	-2	-6	-320	-4	1	4	5.8	-1.9	-0.2	3.4
COc1cc2c(cc1OC)C1C(C(=O)Nc3ccccc3N3CCN(C)CC3)c3ccccc3C(=O)N1CC2 (stereo unspecified)	1	-2	-3	-1	0	-28	1.3	3.8	-4.4	1.3
COc1ccc(-c2c(C(F)(F)F)nn(C)c2NC(=O)c2cccnc2)cc1	.	3	6	-4	-1	9	-0.8	-3.5	-2.6	-1.6
N#Cc1c(SCC(=O)Nc2cccc(F)c2)sc2c(O)cc(=O)[nH]c12	6	11	0	1	3	12	1.2	1.1	-2.7	-1.2
CC(OC(=O)CCN=C1NS(=O)(=O)c2ccccc21)C(=O)NC1CCCCC1C (stereo unspecified)	4	0	0	-11	-1	-8	0.3	1.6	-1.0	0.2
CCCN(CC(=O)Nc1ccccc1C)C(=O)C1CCN(C(=O)Nc2ccccc2)CC1	-1	8	5	6	-1	-7	0.0	2.2	-0.1	-1.4
CCN1CCc2c(sc(N)c2C(N)=O)C1	-3	29	-23	2	5	-8	1.8	2.2	0.0	-0.8
Cc1cc(C)nc(Nc2ncc(O)n2-c2ccc(C)c(C)c2)n1	-1	2	3	20	.	4	2.4	0.1	-1.4	0.6
COc1ccc(OC)c(C(=O)CSc2nc3c(c(=O)n(C)c(=O)n3C)n2C(C)C)c1	2	-5	-2	2	-2	-13	.	2.2	-1.9	.
CC1Sc2ccc(S(=O)(=O)N3CCC(C(N)=O)CC3)cc2NC1=O (stereo unspecified)	-3	-8	-3	-5	0	-1	1.6	-0.9	-2.2	0.0
COC(=O)C1=C(C)N(Cc2ccccc2)C(=NCc2ccco2)N[C@H]1c1cccc(F)c1	3	-10	5	3	-1	20	4.5	1.1	-1.0	1.1
Cc1ccc(C(=O)NC(=S)N2CC(C)OC(C)C2)cc1[N+](=O)[O-] (stereo unspecified)	0	-9	2	-4	1	2	0.3	.	-0.5	-1.7
CCCn1cc(CN2CCCC(C(=O)c3cccc(OC(C)C)c3)C2)c(C)n1 (stereo unspecified)	-2	0	-1	3	-5	1	-2.2	4.1	-1.1	-3.5
C/C(=N\NC(=O)c1cc(-c2ccc(O)cc2)nc2ccccc12)c1cccnc1	-5	11	2	5	3	0	.	3.4	-2.6	.
O=c1c2ccccc2[nH]c(=S)n1CCCn1ccnc1	2	-3	1	-4	4	-13	-2.5	0.6	-1.0	-2.1
Cc1cccn2c(=O)nc(SCC(=O)N3CCN(c4ccccc4)CC3)nc12	0	12	-1	-2	2	-3	2.4	2.6	0.2	2.4
O=C1NC(=S)SC1=Cc1ccccc1Br	16	0	-5	-4	-5	-30	.	5.2	-2.9	.
O=C(Nc1ccc2[nH]ncc2c1)c1ccccc1Cl	1	-13	3	1	12	-8	2.2	0.9	-2.1	1.2
CC(C)c1ccc(-c2nnc(SCC(=O)NC3CC3)n2C)cc1	0	-14	-2	-1	3	2	-0.6	0.2	11	0.1
Nc1nc(N)c(Cc2ccc(Cl)cc2Cl)c(N)n1	-2	-15	11	-11	-1	-44	7.0	8.0	-2.6	4.2
COc1ccc(-c2cc(C(F)(F)F)c3c(N)c(C(=O)NCCSC)sc3n2)cc1	-2	-4	-7	-2	-4	-1	-1.3	-0.1	-0.2	0.5
Fc1cccc(Nc2nc3ccccc3n3cnnc23)c1	-5	4	2	-5	1	6	0.6	0.2	-1.3	1.3
CCN(CC(=O)Nc1ccccc1C(F)(F)F)C(=O)c1ccc2[nH]c3c(c2c1)CC(C)CC3 (stereo unspecified)	-1	11	16	5	-1	.	3.6	2.8	-2.4	-0.1
Cn1c(N)c(S(=O)(=O)c2ccc(Br)cc2)c2nc3ccccc3nc21	-4	0	-3	-13	.	2	1.1	2.5	-0.8	-1.8
CCN(CC)c1ccc(/C=c2\sc3nnc(-c4ccccc4Cl)n3c2=O)cc1	-8	4	-4	-5	1	1	-0.2	1.8	-1.1	-1.1
CCC(=O)c1ccc(OCC(=O)Nc2ccc3nc(C)sc3c2)cc1	-1	-10	2	-3	1	-25	-2.6	0.6	-0.3	-3.0
Oc1ccc(N=Nc2ccc3c(c2)OCCO3)c(O)c1	16	24	1	17	0	1	1.3	1.2	-0.8	2.6
CCCc1[nH][nH]c(=O)c1C(c1ccc(Br)cc1)C(C#N)C#N (stereo unspecified)	6	7	5	-2	.	6	0.5	1.8	-3.3	-1.2
CCc1c(C)nc2ncnn2c1N1CCCC(C(=O)NCCc2ccccc2)C1 (stereo unspecified)	4	-9	1	5	-1	-11	-1.0	.	-0.7	-1.6
O=C(Nc1ccc(S(=O)(=O)Nc2nccs2)cc1)c1ccc(=O)[nH]c1	0	7	.	-4	-6	-14	1.3	3.1	-3.1	1.5
